# Assay outcomes: PubChem, several laboratories
# BAP1 block: inhibitors of human BAP1 deubiquitinase; Q92560; recombinant BAP1, Ub-AMC hydrolysis fluorescence kinetic; active compounds read low; activity remaining (% of control), % at 20 µM; 72,000 compounds, 0.48% hits; AID 436;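 active means activity remaining at or below 50% of control, provided the compound also passes the data quality filters; inactive means the rest, including low values that fail the filters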;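 further: 100% = DMSO wells rate and 0% = substrate alone blank rate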
# Target sequence (Q92560 whole entry, looked up): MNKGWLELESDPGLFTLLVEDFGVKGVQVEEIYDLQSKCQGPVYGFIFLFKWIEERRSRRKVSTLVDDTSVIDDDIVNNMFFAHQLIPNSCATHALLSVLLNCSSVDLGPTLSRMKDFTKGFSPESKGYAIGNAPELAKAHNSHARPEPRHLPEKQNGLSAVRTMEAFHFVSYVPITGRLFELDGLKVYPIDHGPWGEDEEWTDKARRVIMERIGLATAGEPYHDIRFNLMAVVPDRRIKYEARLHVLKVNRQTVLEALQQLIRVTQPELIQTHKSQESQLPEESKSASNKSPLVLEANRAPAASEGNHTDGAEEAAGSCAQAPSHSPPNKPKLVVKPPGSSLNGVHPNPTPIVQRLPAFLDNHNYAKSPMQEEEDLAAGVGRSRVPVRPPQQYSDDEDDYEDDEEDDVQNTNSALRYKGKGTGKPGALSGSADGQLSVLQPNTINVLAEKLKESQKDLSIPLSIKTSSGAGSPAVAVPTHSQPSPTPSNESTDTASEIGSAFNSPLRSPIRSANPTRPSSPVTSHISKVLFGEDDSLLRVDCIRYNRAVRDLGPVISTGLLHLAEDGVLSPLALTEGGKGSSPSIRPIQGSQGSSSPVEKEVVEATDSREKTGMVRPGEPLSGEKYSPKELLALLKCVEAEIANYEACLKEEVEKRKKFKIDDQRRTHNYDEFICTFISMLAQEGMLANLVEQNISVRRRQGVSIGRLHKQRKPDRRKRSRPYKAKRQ
# HePTP inhibitor: inhibitors of human HePTP phosphatase; 110,000 compounds, 0.64% hits; AID 521; inhibition, % at 20 µM; recombinant HePTP phosphatase activity, OD absorbance; P35236; in the data active means inhibition above about 50%;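 further: plate controls were vehicle for no effect and reference inhibitor for full effect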
# Target sequence (P35236 whole entry, looked up): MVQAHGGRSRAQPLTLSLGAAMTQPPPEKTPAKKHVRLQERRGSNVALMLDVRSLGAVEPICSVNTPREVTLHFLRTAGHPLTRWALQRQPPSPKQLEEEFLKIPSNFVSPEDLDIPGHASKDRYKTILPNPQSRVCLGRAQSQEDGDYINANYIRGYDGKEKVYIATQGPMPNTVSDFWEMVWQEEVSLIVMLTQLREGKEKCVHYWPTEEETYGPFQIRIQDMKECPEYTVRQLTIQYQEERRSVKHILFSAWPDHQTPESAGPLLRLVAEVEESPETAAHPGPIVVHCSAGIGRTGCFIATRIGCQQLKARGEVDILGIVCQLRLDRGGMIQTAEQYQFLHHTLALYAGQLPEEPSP
# The depositor's hits bear a star; i = inactive; x = not tested or not shown; & = joins results of further samples.
SMILES,BAP1 block,HePTP inhibitor
O=C(c1ccncc1)N1N=C(c2cccc([N+](=O)[O-])c2)CC1(O)C(F)(F)F (centres undefined),x,-4
Cc1cc(-n2nc(C)c3c2CCC3)nc(C)n1,57,x
c1csc(-c2nnsc2-c2nc3ccccc3[nH]2)c1,101,7
COC(=O)c1ccc(NC(NC=O)C(Cl)(Cl)Cl)cc1 (centres undefined),x,3
c1ccc(Oc2cccc(CSc3nnc4c(n3)[nH]c3ccccc34)c2)cc1,x,-7
CCCCC(=O)Nc1cccc(NC(=O)c2ccc(Br)o2)c1,80,5
Cc1occc1C(=O)Nc1ccc(I)cc1C(=O)O,x,7
Cc1cccc(-n2c(C)cc(C=C3C(=O)c4ccccc4C3=O)c2C)c1,x,0
CCOC(=O)C1(C)NC(c2cc(OC)c(OC)c(OC)c2)C2C(=O)N(CC)C(=O)C21 (centres undefined),95,8
CCOC(=O)C1=C(c2ccccc2)Nc2ncnn2C1c1cc(OC)cc(OC)c1OC (centres undefined),63,12
CCN1CCCC1CNS(=O)(=O)c1cc(Br)cc2c1N(C(=O)C1CC1)CC2 (centres undefined),x,0
Cc1ccc(C(=O)Nc2cccc(C(=O)O)c2)cc1S(=O)(=O)N1CCCCC1,96,-12&-4
CC1CN(c2oc(-c3cccs3)nc2C#N)CC(C)O1 (centres undefined),i,1
CN(c1ccccc1)c1ccc(/C=C2\C(=O)ON=C2c2ccccc2)cc1,x,13
COc1cccc(C2=NOC(C(=O)Nc3cccnc3)C2)c1 (centres undefined),94,6
Cc1cccc(/C=N/NC(=O)C2COc3ccccc3O2)c1O (centres undefined),x,2
N#C/C(=N\O)c1nc(-c2ccccc2)cs1,120,7
CN(C)c1ccc(N2C(=O)C=CC2=O)cc1,62,-3
O=C(COn1nnc2ccc(C(F)(F)F)cc21)Nc1nnc(-c2ccccc2)o1,99,-3
CC(=O)N(C)c1ccc(NC(=O)c2ccccc2[N+](=O)[O-])cc1,x,-2
Cc1occc1C(=O)Nc1cc(C(F)(F)F)ccc1Cl,95,-13
C=CCC(O)(CCN1CCCCC1)c1ccccc1 (centres undefined),98,7
Cc1ccc(NC(=O)c2cc3ccccc3cc2O)c(C)c1,x,-20
CCOC(=O)c1nn(-c2ccccc2)c(C#N)c1NC(=O)c1nn(CC)cc1Br,64,9
CN1CCC2(CC1)NC(=O)NC2=O,112,-12
O=C(O)c1ccc(COc2ccc(Cl)cc2)o1,78,4
Cc1ccc(NC(=O)C(=O)NCc2ccco2)c(C)c1,x,4
CC(=O)N(CC(C)(C)CC=C(C)C)c1ccccc1,67,9
COc1ccc(-c2cc(C(=O)Nc3c(C)nn(Cc4ccc(Cl)cc4)c3C)no2)cc1,x,0
O=C1NN(c2ccc(Br)cc2)C(=O)/C1=C\c1ccc(O)cc1O,x,-6

# 15 successive entries out of the list so far, for reference:
SMILES,BAP1 block,HePTP inhibitor
Cc1cccc(/C=N/NC(=O)C2COc3ccccc3O2)c1O (centres undefined),x,2
N#C/C(=N\O)c1nc(-c2ccccc2)cs1,120,7
CN(C)c1ccc(N2C(=O)C=CC2=O)cc1,62,-3
O=C(COn1nnc2ccc(C(F)(F)F)cc21)Nc1nnc(-c2ccccc2)o1,99,-3
CC(=O)N(C)c1ccc(NC(=O)c2ccccc2[N+](=O)[O-])cc1,x,-2
Cc1occc1C(=O)Nc1cc(C(F)(F)F)ccc1Cl,95,-13
C=CCC(O)(CCN1CCCCC1)c1ccccc1 (centres undefined),98,7
Cc1ccc(NC(=O)c2cc3ccccc3cc2O)c(C)c1,x,-20
CCOC(=O)c1nn(-c2ccccc2)c(C#N)c1NC(=O)c1nn(CC)cc1Br,64,9
CN1CCC2(CC1)NC(=O)NC2=O,112,-12
O=C(O)c1ccc(COc2ccc(Cl)cc2)o1,78,4
Cc1ccc(NC(=O)C(=O)NCc2ccco2)c(C)c1,x,4
CC(=O)N(CC(C)(C)CC=C(C)C)c1ccccc1,67,9
COc1ccc(-c2cc(C(=O)Nc3c(C)nn(Cc4ccc(Cl)cc4)c3C)no2)cc1,x,0
O=C1NN(c2ccc(Br)cc2)C(=O)/C1=C\c1ccc(O)cc1O,x,-6

# New compounds follow
SMILES,BAP1 block,HePTP inhibitor
COc1ccc(S(=O)(=O)N(CC(=O)NCc2ccco2)c2ccccc2)cc1OC,82,3
Cc1onc(-c2c(F)cccc2Cl)c1C(=O)N1CCCc2ccccc21,102,-12
CC1CCCC(NC(=O)c2ccc3c(c2)N(Cc2ccccc2)C(=O)CS3=O)C1C (centres undefined),104,2
COC(=O)C1=C(C)NC2=C(C(=O)c3ccccc32)C1c1ccc(OCc2ccc(F)cc2)c(OC)c1 (centres undefined),x,7
O=C(Cc1ccccc1)Nc1ccccc1C(=O)N1CCCCCC1,x,5
CC(C)CNC(=O)c1c(N)n(/N=C/c2cccnc2)c2nc3ccccc3nc12,185,8
Cc1cccc(C(=O)NC(NC(=O)c2cccc(C)c2)c2cccc([N+](=O)[O-])c2)c1,x,3
Cc1cc(C)cc(NC(=O)c2ccc([N+](=O)[O-])c(C)c2)c1,x,6
Cc1ccc2c(c1)C(c1ccccc1C(F)(F)F)CC(=O)N2 (centres undefined),x,5
CC1CCN(C(=O)CSc2nc3c(cnn3-c3ccc(Cl)cc3)c(=O)[nH]2)CC1,69,9
COc1ccc(C2C(C#N)=C(/N=C/N3CCN(C)CC3)OC3=C2C(=O)CC(C)(C)C3)cc1OC (centres undefined),89,9
COc1ccc(OC)c(NC(=O)CS(=O)(=O)Cc2nc(-c3ccccc3C)oc2C)c1,93,0
Cc1ccc(S(=O)(=O)N=C2SCCCS2)cc1,99,2
Cc1cccc(N2C(=O)C(=O)/C(=C(\O)c3ccccc3)C2c2cccc([N+](=O)[O-])c2)c1 (centres undefined),x,9
CCc1ccccc1N1C(=O)C2C(c3ccc(Br)cc3)OC3(C(=O)c4ccccc4C3=O)C2C1=O (centres undefined),58,x
COc1ccc(C(=O)c2coc3ccc(O)c(CN4CCCCC4)c23)cc1,95,1
O=C(COc1ccc2ccccc2c1)Nc1ccc(O)c(-c2nc3ccccc3o2)c1,x,10
O=C(Nc1ccc(Nc2ccccc2)cc1)c1ccc([N+](=O)[O-])cc1,x,-9
Cn1c(=O)c2c(ncn2Cc2cccc(Cl)c2)n(C)c1=O,96,25
CC(=O)C1(C)OC(N)=C(C#N)C(c2ccccc2)C1(C#N)C#N (centres undefined),122,3
CC1(C)CC(=O)c2sc(NC(=O)c3ccc(C(=O)c4ccccc4)cc3)nc2C1,x,10
N#CCCN(C(=O)CN1C(=O)NC2(CCCC2)C1=O)c1ccccc1F,85,0
O=S(=O)(Nc1ccccn1)c1ccc(-c2ccccc2)cc1,x,-4
COC(=O)c1ccc(C2/C(=C(/O)c3ccc(OC)cc3)C(=O)C(=O)N2CC2CCCO2)cc1 (centres undefined),85,6
Cc1cc(C(=O)NCc2ccc(S(N)(=O)=O)cc2)cs1,88,13
CCCc1cc(=O)n2c(nc3ccccc32)[nH]1,91,-3
COC(=O)c1ccccc1NC(=O)n1cc(C)cn1,97,3
O=C(Nc1ccc2ccccc2c1)C1CC(=O)N(c2cccc([N+](=O)[O-])c2)C1 (centres undefined),x,4
Cc1ccc(-n2nc3ccc(NC(=O)c4ccc([N+](=O)[O-])cc4Cl)cc3n2)cc1,x,3
Cc1ccc(C(=O)c2coc3c2C(=O)c2ccccc2C3=O)cc1,x,-8

# An excerpt from above in order of their number in HePTP inhibitor, highest first:
SMILES,BAP1 block,HePTP inhibitor
CC1(C)CC(=O)c2sc(NC(=O)c3ccc(C(=O)c4ccccc4)cc3)nc2C1,x,10
COC(=O)c1ccc(C2/C(=C(/O)c3ccc(OC)cc3)C(=O)C(=O)N2CC2CCCO2)cc1 (centres undefined),85,6
N#CCCN(C(=O)CN1C(=O)NC2(CCCC2)C1=O)c1ccccc1F,85,0

# (further entries)
SMILES,BAP1 block,HePTP inhibitor
Cc1ccc(-c2ccc(C(=O)Nc3ccc([N+](=O)[O-])cc3C)o2)cc1Cl,x,7
COC(=O)c1ccccc1Nc1ccn2c(=O)c3ccccc3nc2n1,x,4
CC1=C(C(N)=O)C(c2ccccn2)n2nc(SCc3ccccc3Cl)nc2N1 (centres undefined),x,3
CCOC(=O)COc1ccc(/C=C2\C(=O)NC(=O)N(c3ccc(C(C)(C)C)cc3)C2=O)cc1OC,x,1
CC(=O)c1ccc(C(C)(C)C)cc1NC(=O)c1ccccc1,x,-8
COc1cc2c(cc1OC)C1(CCCC1)CNC2c1cccc([N+](=O)[O-])c1 (centres undefined),x,2
COC(=O)C(NC(=O)c1ccc(F)cc1)(Nc1nc(C)cs1)C(F)(F)F (centres undefined),99,7
CCOc1ccc(-c2nnn(CC(=O)Nc3cc(OC)ccc3OC)n2)cc1OCC,97,2
COc1cc(-c2c(C#N)c(N)nc3c2CCCC3)cc(OC)c1OC,81,13
CCC(=O)n1nc(-c2ccc(OC)cc2)nc1N,100,8
COCCn1nnnc1C(c1cc2ccc(OC)cc2[nH]c1=O)N1CCc2ccccc2C1 (centres undefined),99,10
CC(C)(C)C(=O)NC(C(N)=O)=C(Cl)Cl,107,9
C/C(=N\Nc1nc(-c2ccc(C)cc2)nc2ccccc12)c1ccccc1,x,4
Cc1cc(=O)oc2c(N)c(O)ccc12,84&73,9
CC(C)CNC(=O)c1cccc(NC(=O)/C=C/C(=O)O)c1,x,-8
CCOc1cc(C2Nc3ccc4ccccc4c3C3=C2C(=O)CC(c2ccccc2)C3)ccc1O (centres undefined),85,x
O=C(CSc1nc2ccccc2[nH]1)OCc1ccccc1,x,6
COc1ccc(C(=O)NN2C(=O)C3C4C=CC(C5CC45)C3C2=O)cc1 (centres undefined),x,-5
COc1ccc(CN2CCN(CCCc3ccccc3)CC2)c(OC)c1,x,6
COc1ccc(OC)c(C(C)NC(C)=O)c1 (centres undefined),91,-3
CCCC(c1nnnn1C(C)(C)CC)N(CCCO)Cc1cc2cc(C)cc(C)c2[nH]c1=O (centres undefined),61,1
COc1cccc(-n2c(C)nc3c(cnn3-c3ccc(Cl)cc3)c2=O)c1,82,12
Cc1[nH]c2c([N+](=O)[O-])cccc2c1-c1ccccc1,98,x
CCN(CC)S(=O)(=O)c1ccc2oc(C(=O)N3CCCCCC3)c(C)c2c1,x,5
CC(C)OCCCn1c(=N)c(C(N)=S)cc2c(=O)n3ccccc3nc21,223,7
COc1ccc(S(=O)(=O)N2CCCC2C(=O)Nc2nccs2)cc1 (centres undefined),113,4
CC1=C(C(=O)Nc2ccccc2)C2(CCCCC2)C(C#N)=C(SCC(=O)Nc2ccc(Br)cc2)N1,x,5
C=CCOc1ccc2c(c1)c(S(=O)(=O)c1ccc(C)cc1)cn2COC,81,2
COc1ccc(OC)c(NC=C2C(=O)OC(C)(C)OC2=O)c1,109,-1
Cc1ccc(NCCC(=O)c2cccc([N+](=O)[O-])c2)cc1,x,7
COc1ccc(C(=O)Nc2ccc(I)cc2Cl)cc1Cl,x,1
Cc1ccc(C(C)C)c(OCCn2c(=O)oc3ccccc32)c1,67,-10
Cc1ccc(C)c(S(=O)(=O)C(C#N)c2nc3ccccc3nc2N2CC(C)OC(C)C2)c1 (centres undefined),77,11
CC1C=CCC2C(=O)N(c3cccc(C(=O)N4CCN(c5ccc(F)cc5)CC4)c3)C(=O)C12 (centres undefined),96,8
CC(C)N1CCC(=NNC(=O)COc2ccc(Cl)cc2Cl)CC1,x,-6
O=C1CC(N2CCOCC2)C(=O)N1c1cccc(Cl)c1 (centres undefined),x,6
CN1CCc2ccccc2C1C1CCNCC1 (centres undefined),89,-2
Cc1nn(CCc2nc(-c3ccco3)cs2)c2[nH]c(=O)cc(C(F)(F)F)c12,64,13
O=C(NN1C(=O)c2ccc(Oc3ccc([N+](=O)[O-])cc3)cc2C1=O)c1ccco1,x,6
CCOC(=O)C1CCN(C(C(=O)Nc2ccc3c(c2)OCCO3)c2ccccc2)CC1 (centres undefined),99,4
CCN(CC)S(=O)(=O)c1ccc(NC(=O)Cn2c(=O)oc3ccccc32)cc1,x,4
O=C(O)C1CCCCC1C(=O)N1CCN(c2ccc(Cl)cc2)CC1 (centres undefined),x,-12
O=C(N/N=C/c1ccc(Br)c([N+](=O)[O-])c1)c1cccs1,x,-19
NC(=O)C1CCN(C(=O)CN2CCc3ccccc32)CC1,134,2
CCOC(=O)/C(C(N)=NCCO)=C(/O)OCC,x,-13
CCCCC(C(=O)O)C(C)CC(=O)Nc1ccn(-c2ccccc2)n1 (centres undefined),100,10
COc1cccc(C2C(C(=O)OC(C)C)=C(C)Nc3ncnn32)c1 (centres undefined),100,8
COC(=O)/C(C#N)=C/c1ccc(-c2ccc(S(N)(=O)=O)cc2)o1,x,-21
N#C/C(=C\Nc1ccc2c(c1)OCCO2)c1nc2ccccc2[nH]1,56,5
COc1cc(C2=N/C(=C\N(C)C)C(=O)O2)cc(OC)c1OC,x,4
CSc1ccccc1NC(=O)c1nn2c(c1Cl)NC(c1ccco1)CC2C(F)(F)F (centres undefined),x,4
O=C(/C=C/c1ccco1)Nc1cc(Cl)ccc1Cl,x,55*
COc1ccccc1C(=O)N1CCN=C1SCc1cccnc1,121,-2
CCOC(=O)COc1ccc(S(=O)(=O)NCc2ccncc2)cc1,96,5
CCCS(=O)(=O)N1CCCC(C(=O)NCCCN2CCN(c3ccc(F)cc3)CC2)C1 (centres undefined),114,-6
Cc1cccc(NCN2C(=O)c3ccccc3C2=O)c1,x,4
CCCC(=O)NC(C)C(c1cccs1)N1CCN(c2ccccc2)CC1 (centres undefined),78,x
COc1cccc(C2/C(=C(/O)c3ccccc3)C(=O)C(=O)N2c2nc3ccccc3s2)c1 (centres undefined),x,-7
Cc1ccc(SCCC(=O)N2CCCC2)cc1,85,5
O=C(NC(=S)Nc1ccc(F)cc1)c1cc2ccccc2oc1=O,x,18
CC1=NN(c2ccccc2)C(=O)/C1=C\c1c(O)n(-c2ccc(F)cc2)[nH]c1=O,x,-9
N#Cc1nc(COc2ccc(Br)cc2)oc1N1CCCC1,66,10
CC1=C(C(=O)Nc2ccccc2Cl)C(c2ccccc2F)NC(=S)N1 (centres undefined),x,3
